High-throughput results: PubChem, several laboratories
HIV peptide binding: cell-free HIV fusion peptide-binding blockers – biochemical, uHTS, fluorescence dequenching, primary screen (AID 1986). cell-free peptide binding, fluorescence dequenching, 30 min; higher % means a stronger effect. inhibition, % at 20 µM, or IC50 in µM where a hit was titrated. 290,000 tested, 0.3% active; in the data active = inhibition mostly above about 52%, no sharp cut-off; inactive = mostly below about 76%; also: some results filed as inactive read as strong as hits
Yfh1-off respiration: enhancers of respiration in Yfh1-depleted yeast, dose response, Friedreich's ataxia, plus single-dose screen (AID 1465) | S. cerevisiae Yfh1-off respiration, WST-1 reduction, 72 h; higher fold induction means a stronger effect | fold induction at 50 µM, or EC50 in µM where a hit was titrated | 220,000 tested, 0.074% active;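 active = fold induction of absorbance versus untreated yeast above a set limit, then at least 30% activation at any dose in follow-up; inconclusive = repeats straddling the limit, or above it without dose testing; inactive = fold induction below the set limit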;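 also: activators that raise dye reduction in frataxin-depleted yeast; strong numbers were not always called active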
KOR beta-arrestin-1: KOR antagonists, beta-arrestin recruitment, cell-based, luminescence, uHTS (AID 1778) | 290,000 tested, 0.091% active | KOR beta-arrestin recruitment, luminescence, antagonist mode; higher % means a stronger effect | inhibition, % at 10 µM; hits with a dose series show IC50 in µM; also: strong numbers were not always called active
NS5 inhibitors: flavivirus cap methylation enzyme inhibition – biochemical, confirmation dose response, primary screen (AID 588689); Dengue-2 NS5 methyltransferase capping enzyme assay, biochemical; higher % means a stronger effect; one-dose inhibition, % at 25 µM; IC50 in µM for titrated hits; 340,000 tested, 0.3% active; in the data active = a potency from the dose series; inconclusive = inhibition above about 29% without an active follow-up result
AID2073: inhibitors of Mint1-CaV2.2 protein interaction, biochemical, HTRF (AID 2073); HTRF protein-protein interaction, Mint1-CaV2.2; higher % means a stronger effect; one-dose inhibition, % at 20 µM; IC50 in µM for titrated hits; 290,000 tested, 0.19% active; in the data active = inhibition mostly above about 51%, no sharp cut-off; inconclusive = no clear call, values can overlap the other calls; inactive = mostly below about 53%; also: some results filed as inactive read as strong as hits
NOD2 inhibition: NOD2 signaling inhibitors, cell-based, luminescence, uHTS, HEK293 (AID 1566) | HEK293 NOD2/NF-kB luciferase reporter, luminescence; higher % means a stronger effect | one-dose inhibition, % at 4 µM; EC50 in µM for titrated hits | 290,000 tested, 0.63% active; also: many of its hits are not listed in these tables
KOR beta-arrestin-2: kappa opioid receptor activators – cell-based, luminescence, uHTS, primary screen (AID 1777). KOR beta-arrestin recruitment, luminescence; higher % means a stronger effect. one-dose activation, % at 10 µM; EC50 in µM for titrated hits. 280,000 tested, 0.02% active; in the data active = activation above about 50%, passing the limit was not always enough; also: a part of the inactive calls stands beside numbers as strong as those of hits
West Nile antiviral: West Nile virus antiviral activity, cell-based, CPE readout (AID 1621); 290,000 tested, 0.02% active; West Nile virus-infected cells, CPE inhibition; higher % means a stronger effect; CPE inhibition, % at 10 µM, or IC50 in µM where a hit was titrated; in the data active = a potency from the dose series; inconclusive = CPE inhibition mostly from about 3.7% at the one dose, without a potency; inactive = the rest, 99 in 100 with CPE inhibition below about 2.2%; also: strong numbers were not always called active
NOD1 NF-kB reporter: inhibition of NOD1-driven NF-kB reporter – cell-based, luminescence, uHTS, primary screen (AID 1578); NOD1-driven NF-kB luciferase reporter cells, luminescence; higher % means a stronger effect; inhibition, % at 4 µM; hits with a dose series show EC50 in µM; 290,000 tested, 1% active; in the data active = inhibition mostly above about 36%, no sharp cut-off; inactive = mostly below about 34%;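 also: HEK-293T reporter cells stimulated with the NOD1 agonist gamma-tri-DAP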
NS5 inhibitors pilot replicate: further read-out of NS5 inhibitors, marked with its call; inhibition, %; measured here: pilot screen replicate inhibition
An asterisk follows results filed as active; i = inactive; ? = inconclusive; . = not tested or not shown; [ ] = remark or other dose. Rule as the data show it, unless noted: active = inhibition above about 50%; inactive = the rest. An excerpt; rates above refer to the full screens.

SMILES	HIV peptide binding	Yfh1-off respiration	KOR beta-arrestin-1	NS5 inhibitors	AID2073	NOD2 inhibition	KOR beta-arrestin-2	West Nile antiviral	NOD1 NF-kB reporter	others
Cc1ccc(-c2nn3c(C)nnc3c3ccccc23)cc1S(=O)(=O)NCc1ccco1	-2.6%	i	-42%	-5%	-12%	-17%	-8.6%	?	46%
Cn1c(=O)[nH]c(=O)c2c1nc(N1CCCCCC1)n2CCCSc1nc2ccccc2o1	-3.0%	i	10%	-4%	4%	-5%	-1.2%	?	-9%
CCc1nnc(NC(=O)C2c3ccccc3Oc3ccccc32)s1	-1.7%	i	-29%	5%	-6%	17%	-0.5%	0.4%	-34%
O=C(O)c1cc2cccc(S(=O)(=O)N3CCOCC3)c2cc1O	6.8%	i	-13%	-3%	20%	10%	-4.8%	0.4%	1%
CCON1C(=O)CN(C(=O)OC)C1c1ccc(Cl)cc1Cl (configuration not stated)	1.1%	i	-53%	-6%	3%	-4%	-0.1%	-0.1%	-44%
Cc1ccc(/C=C/C(=O)O)cc1S(=O)(=O)NCc1cccnc1	1.4%	i	-24%	1%	11%	24%	10%	0.5%	-10%
Clc1ccc(-c2nnc(COc3ncnc4sccc34)o2)cc1	2.7%	i	-37%	-8%	4%	-22%	-0.9%	-0.7%	28%
O=[N+]([O-])c1c(N2CCN(CCO)CC2)nc2ccccn12	-0.3%	i	-14%	-3%	11%	-20%	5.7%	0.2%	8%
CCCCOCCCNS(=O)(=O)Cc1ccccc1	-2.7%	i	13%	-1%	-8%	4%	1.6%	-1.0%	-2%
C=CCNC(=O)CN1CCC(n2nnc3cc(C(F)(F)F)ccc32)CC1	0.8%	i	0%[20 µM]	1%	-2%	7%	.	-1.4%	-26%
CC(=O)NN1C(=O)c2ccc(Oc3ccc([N+](=O)[O-])cc3)cc2C1=O	0.7%	i	-32%	-1%	-1%	-6%	17%	0.0%	2%
COc1ccc(NC(=O)NNC(=O)c2ccc(-c3ccccc3)cc2)c(OC)c1	-3.4%	.	1%	-3%	-1%	8%	0.5%	0.0%	-34%
Cc1ccc(NC(=O)Cn2c(=O)n(CCCC(=O)NCc3ccco3)c(=O)c3ccccc32)cc1	1.8%	i	-4%	-6%	0%	0%	3.1%	-0.1%	-29%
CC(C)Oc1cccc(C(=O)C2CCCN(C(=O)c3noc4c3CCCC4)C2)c1 (configuration not stated)	-1.5%	i	0%	-9%	-21%	9%	-5.2%	-1.4%	-22%
Cc1ccc(S(=O)(=O)Nc2cc(=O)[nH]c(SCC(=O)Nc3ccccc3C(F)(F)F)n2)cc1	1.2%	.	-17%	-4%	9%	10%	0.9%	-0.4%	22%
Cc1cccc(NC(=O)NC2CCCc3ccccc32)c1 (configuration not stated)	-2.1%	.	12%	0%	14%	-8%	-2.2%	-0.5%	21%
Cn1cccc1C1C(C#N)=C(N)OC2=C1C(=O)CCC2 (configuration not stated)	1.9%	i	40%	.	0%	-5%	4.2%	0.6%	12%
O=C(Nc1nnc(CC(c2ccccc2)c2ccccc2)s1)c1ccco1	2.5%	i	13%	0%	5%	-52%	0.1%	0.1%	5%
CC(=O)c1cccc(OCc2cc(C(=O)N3C[C@H]4CC[C@H]3C4)no2)c1	-0.9%	.	-8%	2%	-2%	-21%	-2.3%	-0.9%	-67%
Cc1ccc(NC(=O)C(c2ccccc2)c2ccccc2)c(O)c1	-0.4%	.	-65%	0%	5%	7%	5.8%	-0.9%	-6%
O=C(CCc1ccc(O)c(O)c1)NNC(=S)NCCc1ccccc1	6.2%	i	2%	-2%	-49%	-2%	15%	-0.1%	2%
Cc1cccc(C)c1NC(=O)CCCSc1nnc(-c2ccc(F)cc2)n1-c1ccccc1	-0.3%	i	.	-7%	-7%	3%	0.7%	-1.1%	0%
CC(=O)c1cc2ccc(O)cc2oc1=O	1.5%	i	-25%	5%	29%	-1%	-3.6%	0.0%	-4%
O=C(CCSCCC(=O)NCc1cccs1)NCc1cccs1	-1.1%	i	27%	-6%	-12%	12%	-5.0%	-0.3%	-6%
COc1ccc(CNC(=O)C[C@H]2C(=O)N(Cc3ccc(OC)cc3)C[C@@H]2Cc2ccccc2)cc1	0.0%	.	-7%[20 µM]	-1%	1%	-19%	-2.0%	-1.8%	-15%
CC1=CCC2C(=O)N(c3nc4ccccc4n3C)C(=O)C2C1 (configuration not stated)	0.9%	i	8%	-5%	2%	-10%	-5.7%	-0.5%	-9%
O=C(CCC(=O)N1CCSc2ccccc21)NCc1ccc(Cl)cc1	0.2%	.	-2%[20 µM]	-6%	6%	-7%	7.4%	-0.1%	14%
O=C(NC(=S)Nc1ccc2c(c1)OCCO2)c1cccc(Br)c1	1.7%	i	12%	-5%	-20%	-56%	-1.4%	-0.7%	-43%
O=P(O)(O)c1ccccc1OCCOCCOCCOCCOc1ccccc1P(=O)(O)O	8.3%	i	17%	-5%	1%	-35%	-2.0%	0.1%	-42%
CC(=O)Nc1ccc(S(=O)(=O)NCC(=O)NC(C)c2ccc(S(N)(=O)=O)cc2)cc1 (configuration not stated)	-0.5%	i	6%	-3%	3%	5%	.	1.3%	-10%
Cc1noc(C)c1COC(=O)c1cc(F)c(F)cc1Cl	2.0%	i	3%	-4%	-11%	8%	-1.3%	-0.3%	-11%
CCCCc1cc(=O)oc2c(C)c(OCC(=O)NCc3ccccn3)ccc12	-0.4%	.	-13%	-9%	5%	6%	-6.3%	0.3%	17%
CC1CC(C)CN(C(=O)CCCn2c(=S)[nH]c3ccccc3c2=O)C1 (configuration not stated)	0.2%	i	-20%	-6%	-21%	6%	4.0%	-1.1%	-27%
Cc1ccc(S(=O)(=O)N(c2nc(NC(C)C)nc(NC(C)C)n2)n2cnnc2)cc1	-1.8%	i	-10%	1%	27%	24%	-0.7%	-1.1%	-2%
Cc1ccc(-c2sc(-c3cccnc3)nc2CC(=O)O)cc1	1.3%	i	-6%	1%	-2%	-6%	4.5%	-0.2%	-18%
O=C(Cn1cnc2c(nnn2Cc2ccc(Cl)cc2)c1=O)NC1CCCC1	-0.6%	i	4%	-7%	7%	3%	2.2%	-0.4%	-26%
COc1ccc(OCc2cn3c(C)cc(C)nc3n2)cc1	2.7%	i	-5%	-6%	5%	-18%	3.6%	-0.2%	-44%
CCCC(=O)Nc1ccc(C(=O)NNC(=O)c2cccc([N+](=O)[O-])c2)cc1	-2.0%	i	3%	.	-4%	7%	-1.6%	-0.1%	10%
COc1ccc(CCNC(=O)c2ccc(=O)[nH]c2)cc1	2.9%	i	11%	.	3%	14%	-4.2%	0.4%	-25%
CCC(=O)Nc1cccc(NC(=O)c2cccc([N+](=O)[O-])c2)c1	-3.6%	i	5%	-2%	0%	5%	0.1%	-0.7%	.

Random excerpt: three entries already listed.
SMILES	HIV peptide binding	Yfh1-off respiration	KOR beta-arrestin-1	NS5 inhibitors	AID2073	NOD2 inhibition	KOR beta-arrestin-2	West Nile antiviral	NOD1 NF-kB reporter	others
Cc1ccc(S(=O)(=O)N(c2nc(NC(C)C)nc(NC(C)C)n2)n2cnnc2)cc1	-1.8%	i	-10%	1%	27%	24%	-0.7%	-1.1%	-2%
COc1ccc(CCNC(=O)c2ccc(=O)[nH]c2)cc1	2.9%	i	11%	.	3%	14%	-4.2%	0.4%	-25%
O=P(O)(O)c1ccccc1OCCOCCOCCOCCOc1ccccc1P(=O)(O)O	8.3%	i	17%	-5%	1%	-35%	-2.0%	0.1%	-42%

Remaining list, next part.
SMILES	HIV peptide binding	Yfh1-off respiration	KOR beta-arrestin-1	NS5 inhibitors	AID2073	NOD2 inhibition	KOR beta-arrestin-2	West Nile antiviral	NOD1 NF-kB reporter	others
O=C(N/C(=C/c1cccs1)C(=O)N1CCOCC1)c1ccco1	-1.5%	i	19%	1%	-10%	8%	12%	0.1%	-12%
O=C(Nc1ccc(N2CCOCC2)cc1)Nc1ccc2nc(-c3ccco3)c(-c3ccco3)nc2c1	48%	i	-26%	14%	49%	10%	7.8%	?	-5%
COc1ccccc1N(CC(=O)Nc1ccccc1C)S(C)(=O)=O	0.1%	i	49%	-5%	18%	5%	-4.9%	-0.1%	-27%
CCCNC(=O)Cn1c2ccccc2c2nc(=O)cc(C)n21	-2.1%	.	-29%	-1%	4%	3%	1.2%	.	-2%
O=C(CCN1C(=O)c2cccc3cccc(c23)C1=O)NCc1ccco1	12%	i	-35%[20 µM]	-4%	13%	26%	-12%	-0.7%	-16%
O=C(COc1ccc2c3c(c(=O)oc2c1)CCCC3)NCC(O)c1ccccc1 (configuration not stated)	0.8%	.	-40%	-7%	0%	12%	0.7%	-0.6%	-26%
CCOC(=O)CNC(=O)C1(/C=C/c2ccccc2)CC(=O)N1c1ccc(C)cc1 (configuration not stated)	-1.3%	.	21%	-7%	5%	-4%	-1.8%	-0.8%	-10%
COC(=O)c1c(NC(=O)COC(=O)[C@@H](NS(=O)(=O)c2cccc(Cl)c2)C(C)C)sc2c1CCC2	4.7%	i	16%	-1%	21%	-38%	10%	1.0%	-15%
CCc1ccc(NC(=O)CSc2nnc(-c3ccccn3)n2C)cc1	1.3%	i	-10%	-8%	-2%	5%	8.0%	-0.3%	0%
Cc1ccc(SCCC(=O)Nc2ccccc2C(=O)NC(C)C)cc1	1.7%	i	15%	-3%	9%	4%	1.5%	-0.7%	-12%
CCOC(=O)c1cnc(-n2nc(C)cc2C)nc1Oc1ccc(C(=O)OC)cc1	-0.3%	i	1%	.	-6%	-6%	-3.5%	0.8%	-7%
CC(C)NC(=O)NC(=O)COC(=O)Cc1c(F)cccc1Cl	-0.4%	i	-32%	4%	-13%	16%	-2.5%	-0.6%	-36%
CC1(C)Cc2c(c(=S)nc(-c3ccccc3)n2CCOCCO)CO1	2.4%	i	4%	0%	-13%	18%	-2.2%	0.2%	20%
COc1cccc2c1OCC(CN1CCN(C3CCCCC3)C(CCO)C1)=C2 (configuration not stated)	-0.5%	i	-18%[20 µM]	4%	-1%	-10%	.	-0.6%	-18%
O=[N+]([O-])c1ccc(Cl)c(CN2CCCCCC2)c1	-0.3%	.	-14%[20 µM]	-2%	0%	14%	0.0%	-0.1%	-2%	NS5 inhibitors pilot replicate=0.6
CN(C)S(=O)(=O)N1CCN(CC(O)COc2ccc(C(=O)c3ccccc3)cc2)CC1 (configuration not stated)	1.0%	i	5%	.	21%	9%	1.8%	-0.4%	26%
CC1(C)OC(=O)C(=Cc2ccc(-c3ccc(Cl)c(C(=O)O)c3)o2)C(=O)O1	37%	i	28%	-36%	27%	3%	-2.1%	0.1%	-26%
O=c1c2ccccc2ncn1CCOCCOc1ccc([N+](=O)[O-])cc1	-0.2%	i	-55%[20 µM]	0%	-6%	6%	1.5%	-0.1%	-18%
CN(C)/C=N/C(=S)Nc1ccccc1F	-2.4%	i	18%	-4%	-17%	-5%	4.6%	0.0%	-16%
CCOC(=O)c1c(S(=O)(=O)Nc2ccc(F)cc2Cl)c(C)n(C)c1C	2.8%	.	8%	5%	5%	3%	-0.7%	0.4%	-11%
